PRMT1 FP inh: PRMT1 (human) inhibition, primary screen; AID 652257; recombinant PRMT1, activity-based probe fluorescence polarization; inhibition, % at 2.79 µM; 370,000 compounds, 1.3% hits;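 active = inhibition above about 21% made by adding two undisclosed values, limit read from the data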
Target sequence (Q99873 whole entry, looked up): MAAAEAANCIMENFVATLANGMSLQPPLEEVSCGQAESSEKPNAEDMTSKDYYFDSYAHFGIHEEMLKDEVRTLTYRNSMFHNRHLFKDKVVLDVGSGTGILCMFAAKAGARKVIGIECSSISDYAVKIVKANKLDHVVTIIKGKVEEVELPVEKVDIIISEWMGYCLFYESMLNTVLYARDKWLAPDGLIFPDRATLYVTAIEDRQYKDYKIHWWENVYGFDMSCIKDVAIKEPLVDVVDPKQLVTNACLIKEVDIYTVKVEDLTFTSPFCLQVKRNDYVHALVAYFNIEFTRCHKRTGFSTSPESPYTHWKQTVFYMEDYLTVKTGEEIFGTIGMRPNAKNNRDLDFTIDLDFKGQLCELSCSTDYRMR
TCR CD3 inh: human TCR-CD3 binding inhibition | TAMRA-labeled TCR probe fluorescence, biochemical | 360,000 compounds, 0.37% hits | inhibition, % at 9.4 µM; in the data active = inhibition above about 19%;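 also: recombinant mutant TCR 2C K166C tagged with TAMRA read by polarization; 0% = receptor in buffer alone and 100% = receptor with positive control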
SIAE inh: human SIAE inhibition, primary screen; Q9HAT2; SIAE FP-Rh probe binding, fluorescence polarization; inhibition, % at 9.66 µM; 370,000 compounds, 0.69% hits;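 active = inhibition above a cutoff: mean of compounds within the control limits plus 3 SD of those, cut at about 17% in these data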;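 also: 0% = plate median of compound wells and 100% = probe without SIAE protein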
LEDGF integ inh: blocks HIV-1 LEDGF/p75-dependent DNA integration | 370,000 compounds, 0.64% hits | TR-FRET IN-LEDGF/p75 DNA integration, Eu/Cy5 | inhibition, % at 3.7 µM;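 active = inhibition above the screen-wide mean plus 3 SD, cut at about 13% in these data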;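 also: signal is the Cy5 over europium emission ratio at 671 and 618 nm; 0% = plate median of compound wells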
HTRA1 inhibitor: HTRA1 (human) protease inhibition; Q92743; recombinant HTRA1, FP-rhodamine activity-based probe, fluorescence polarization; inhibition, % at 5.96 µM; 340,000 compounds, 0.5% hits; in the data active = inhibition above about 36%;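 also: 0% = enzyme with DMSO and 100% = wells lacking enzyme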
mABHD4 FP: ABHD4 (mouse) inhibition, primary FP screen | Q8VD66 | purified mABHD4, FP-Rh probe fluorescence polarization | inhibition, % at 8.92 µM | 370,000 compounds, 0.54% hits;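 active = inhibition exceeding the mean over every tested compound plus 3 SD, cut at about 30% in these data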;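 also: 0% = plate median of compound wells and 100% = S159A mutant with DMSO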
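Assay system: Wild-type mouse ABHD4 protein | Medium: HEPES pH 7.0 buffer, 150 mM NaCl, 0.01% Pluronic F-127 | Incubation: Enzyme–compound pre-incubation 45 min, then probe 60 min, both 25 °C | Technique: Fluorescence polarization with parallel and perpendicular emission, 525/598 nm | Evaluation: % inhibition of FP-Rh probe binding versus controls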
TDP2 absorb: TDP2 (human) inhibition, absorbance primary screen; AID 720702; 370,000 compounds, 0.34% hits; O95551; inhibition, % at 12.8 µM; recombinant TDP2, T5PNP hydrolysis, p-nitrophenol absorbance 415 nm;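 active = inhibition above the mean of all tested compounds plus 3 SD, set per campaign, cut at about 25% in these data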;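 also: 0% = DMSO with enzyme and 100% = buffer with substrate but no TDP2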
Target sequence (O95551 whole entry, looked up): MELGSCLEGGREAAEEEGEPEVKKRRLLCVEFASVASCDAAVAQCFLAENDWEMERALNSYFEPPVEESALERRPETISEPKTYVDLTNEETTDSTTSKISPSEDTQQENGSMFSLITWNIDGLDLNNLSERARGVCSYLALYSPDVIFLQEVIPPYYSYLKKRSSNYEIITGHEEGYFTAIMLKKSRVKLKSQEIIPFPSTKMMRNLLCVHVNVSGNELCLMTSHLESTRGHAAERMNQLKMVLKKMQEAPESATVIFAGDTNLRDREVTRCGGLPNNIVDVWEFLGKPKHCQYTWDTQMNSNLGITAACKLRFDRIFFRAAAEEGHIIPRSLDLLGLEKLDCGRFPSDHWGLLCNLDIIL
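System – recombinant human TDP2 · Quantity – TDP2 enzyme at 120 nM final · Doses – single concentration, 12.8 µM nominal, with 1% DMSO · Incubation – 2 h at 37 °C · Measured by – epi absorbance of p-nitrophenol freed from T5PNP by hydrolysis · Read-out – % inhibition relative to enzyme-containing and enzyme-free wells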
DDE Tn7 FP inh: inhibitors of Tn7 peptide binding to human fibrin DD(E). inhibition, % at 8.3 µM. AID 720508. 370,000 compounds, 0.13% hits. P02675. FP displacement of FITC-Tn7 peptide from fibrin DD(E); 0% = median of compound wells per plate;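 active = inhibition above the mean of compounds falling within the control limits plus 3 SD of them, cut at about 14% in these data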;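 also: 0% = plate median of compound wells and 100% = 10 µM Aha-Tn7 peptide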
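Test system – human fibrin DD(E) · Times – 10 min preincubation, 3 h with tracer, room temperature · Detection – fluorescence polarization of the labelled Tn7 tracer · Measure – percent inhibition normalized to high-control wells · Benchmarks – high control wells with 10 µM unlabelled Aha-Tn7 peptide (full inhibition) · Repeats – singlicate testing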
UHRF1 binding: human UHRF1 methylated DNA binding inhibitors. inhibition, % at 4.4 µM. AID 687016. UHRF1 binding to methylated oligo, TR-FRET. 370,000 compounds, 0.75% hits; in the data active = inhibition above about 21%;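 also: UHRF1 SRA domain binding a hemimethylated CpG hairpin DNA probe; 0% = median of test compound wells and 100% = reference inhibitor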
PG9 binder: binds the HIV-1 gp120 antibody PG9; 360,000 compounds, 0.43% hits; inhibition, % at 6.7 µM; AID 624416; TR-FRET gp120-PG9 antibody binding; in the data active = inhibition above about 8.5%
* marks the source's active call; other numbers are inactive results; . = not tested or not shown.

SMILES	PRMT1 FP inh	TCR CD3 inh	SIAE inh	LEDGF integ inh	HTRA1 inhibitor	mABHD4 FP	TDP2 absorb	DDE Tn7 FP inh	UHRF1 binding	PG9 binder
CCOC(=O)N1CCC(NC(=O)C2=CCN(S(=O)(=O)c3ccccc3)CC2)CC1	-4	-2	11	5	1	-7	-14	5	-1	0.0
Cc1cc(C)cc(N(C(=O)c2csnn2)C(C(=O)NC2CCCC2)c2cccnc2)c1 (centres undefined)	-1	4	-6	7	1	-1	-11	0	-1	-2.5
Cc1cc(C)n(CCC(=O)N2CCCC(Nc3ccc(F)cc3)C2)n1 (centres undefined)	-4	-3	1	1	-2	-7	-17	-4	3	1.5
CCS(=O)(=O)N1CCCC(C(=O)NCc2ccccc2Cl)C1 (centres undefined)	-2	3	7	1	-2	4	3	-5	4	-0.1
CCOc1ccc(CN2CCN(Cc3nc4c(s3)CCCC4)CC2CCO)cc1 (centres undefined)	-2	-7	7	1	3	2	-8	3	1	-1.4
COc1ccc(Cl)cc1N(CC(=O)N(C)C)S(=O)(=O)c1ccc(C)c([N+](=O)[O-])c1	5	2	0	-12	-6	0	-2	3	1	0.3
C(=C1c2ccccc2-c2ccccc21)c1ccncc1	7	-2	-7	-2	-47	-2	-6	0	2	-0.4
Cc1nnc(NC(=O)CSc2nnc(Cc3cccn3C)n2-c2cccc(C(F)(F)F)c2)s1	3	6	1	4	-5	-2	9	-2	3	-1.6
C[C@@H]1C[C@H](Nc2ccccc2)c2ccccc2N1C(=O)c1cccnc1	-2	4	-8	0	-3	-8	-1	7	-4	0.3
C[C@H](CO)N1C[C@H](C)[C@@H](CN(C)C(=O)Nc2cccc(F)c2)Oc2ncc(Br)cc2C1=O	-7	3	-1	1	2	-3	10	-6	-2	-0.6
Nc1ncnc(Nc2ccccn2)c1[N+](=O)[O-]	4	-5	-5	3	-4	-9	-7	1	2	1.4
CCOc1ccccc1NC(=S)N1CCN(c2cccc(C)c2C)CC1	0	-1	2	-1	-5	-7	1	3	1	1.6
COc1cccc(NC(=O)CS(=O)(=O)c2cn(CC(=O)N3CCOCC3)c3ccccc23)c1	-2	5	5	-3	9	-1	11	-5	-4	0.6
Cc1nn(Cc2ccc(Cl)c(Cl)c2)c(C)c1NC(=O)c1cc(-c2ccc3c(c2)OCO3)on1	2	-9	-1	1	4	4	-11	4	1	-1.7
COc1ccc(-n2nc(C(=O)NCC(=O)NC(C)C)c3ccccc3c2=O)cc1Cl	0	-8	1	-3	-7	4	-4	7	1	-0.4
CCN(CC)C(=O)C1=C(C)N(Cc2ccc(OC)cc2)C(=O)C(CC(=O)NCC2CCCCC2)C1 (centres undefined)	-4	7	15	2	0	-9	-4	-5	17	-0.1
COc1ccc(C2=NOC(C(=O)Nc3cc(C)on3)C2)cc1 (centres undefined)	3	1	-3	2	6	6	3	2	2	-0.5
O=C(NCc1ccc2c(c1)OCO2)c1ccc(NS(=O)(=O)c2ccc3c(c2)OCCO3)cc1	1	4	-11	-3	-16	-14	-1	1	1	-1.8
Cc1cc(C)c(S(=O)(=O)Nc2ccccn2)c(C)c1	-1	-2	2	-2	-2	2	10	-10	0	-1.4
Cc1cccc(C(=O)Nc2c(C(=O)N(C)C)cnn2-c2ccccc2)c1	0	-3	-2	0	10	-8	-21	-7	4	0.4
O=C1C=CC(=O)c2c(O)c(CO)c(CO)c(O)c21	50*	78*	53*	77*	46*	62*	28*	4	87*	-2.4
CNC(=O)C(=O)NCC1OCCN1S(=O)(=O)c1ccc2c(c1)OCCO2 (centres undefined)	1	-6	0	0	4	-2	9	8	5	1.2
Cc1cccc(C)c1NC(=S)N(Cc1ccccc1)Cc1cccnc1	-6	3	2	5	1	2	-15	0	3	0.7
COc1cc(C2c3c(oc4ccccc4c3=O)C(=O)N2c2ccc(C)cn2)ccc1O (centres undefined)	-1	-6	-3	-6	-4	1	-2	1	7	-0.6
CC1(C(=O)NCc2cccc3ccccc23)CCN1Cc1ccc2ccccc2c1 (centres undefined)	-1	3	-8	-3	.	-18	-2	-2	2	-0.7
CCOc1ccc(NC2CCN(C(C)=O)CC2)cc1	6	-4	12	-1	3	10	-2	-3	1	-0.2
CC(=O)c1cccc(NC(=O)C2Cc3c(-c4cccc(C(N)=O)c4)ccnc3O2)c1 (centres undefined)	0	5	-5	-1	.	4	-2	8	-2	-1.3
COc1ccc(/C=C/C(=O)NC(=S)Nc2ccc(Br)cn2)cc1	1	4	-9	1	-13	2	-1	-3	0	0.3
CCN(CC)C(=S)SC1CCCCN(C(=O)c2ccc(F)cc2)C1=O (centres undefined)	1	4	-7	-6	-15	-2	-7	2	-2	-0.6
COC(=O)C(C)N1CCC(=O)c2ccccc2S1(=O)=O (centres undefined)	-3	4	2	0	0	2	-1	0	0	1.3

Sorted by SMILES length (lowest first): 10 of the compounds above
SMILES	PRMT1 FP inh	TCR CD3 inh	SIAE inh	LEDGF integ inh	HTRA1 inhibitor	mABHD4 FP	TDP2 absorb	DDE Tn7 FP inh	UHRF1 binding	PG9 binder
Nc1ncnc(Nc2ccccn2)c1[N+](=O)[O-]	4	-5	-5	3	-4	-9	-7	1	2	1.4
O=C1C=CC(=O)c2c(O)c(CO)c(CO)c(O)c21	50*	78*	53*	77*	46*	62*	28*	4	87*	-2.4
COc1ccc(C2=NOC(C(=O)Nc3cc(C)on3)C2)cc1 (centres undefined)	3	1	-3	2	6	6	3	2	2	-0.5
Cc1cccc(C)c1NC(=S)N(Cc1ccccc1)Cc1cccnc1	-6	3	2	5	1	2	-15	0	3	0.7
CCN(CC)C(=S)SC1CCCCN(C(=O)c2ccc(F)cc2)C1=O (centres undefined)	1	4	-7	-6	-15	-2	-7	2	-2	-0.6
CCOc1ccc(CN2CCN(Cc3nc4c(s3)CCCC4)CC2CCO)cc1 (centres undefined)	-2	-7	7	1	3	2	-8	3	1	-1.4
CNC(=O)C(=O)NCC1OCCN1S(=O)(=O)c1ccc2c(c1)OCCO2 (centres undefined)	1	-6	0	0	4	-2	9	8	5	1.2
COc1ccc(-n2nc(C(=O)NCC(=O)NC(C)C)c3ccccc3c2=O)cc1Cl	0	-8	1	-3	-7	4	-4	7	1	-0.4
COc1cccc(NC(=O)CS(=O)(=O)c2cn(CC(=O)N3CCOCC3)c3ccccc23)c1	-2	5	5	-3	9	-1	11	-5	-4	0.6
CCN(CC)C(=O)C1=C(C)N(Cc2ccc(OC)cc2)C(=O)C(CC(=O)NCC2CCCCC2)C1 (centres undefined)	-4	7	15	2	0	-9	-4	-5	17	-0.1

An excerpt from above, limited to PG9 binder.
canonical_smiles	PG9 binder
CCOc1ccc(NC2CCN(C(C)=O)CC2)cc1	-0.2
CC(=O)c1cccc(NC(=O)C2Cc3c(-c4cccc(C(N)=O)c4)ccnc3O2)c1 (centres undefined)	-1.3

More records.
SMILES	PRMT1 FP inh	TCR CD3 inh	SIAE inh	LEDGF integ inh	HTRA1 inhibitor	mABHD4 FP	TDP2 absorb	DDE Tn7 FP inh	UHRF1 binding	PG9 binder
O=C(CSc1nc(=O)n(CCN2CCOCC2)c2c1CCCC2)Nc1cccc([N+](=O)[O-])c1	4	-5	2	-1	-5	0	0	1	3	0.4
C=CCN(Cc1cn(C)nc1-c1cccc(Cl)c1)C1CCS(=O)(=O)C1 (centres undefined)	-3	-5	-4	2	-5	-1	21	-4	-2	-0.8
COCCSc1ccccc1C(=O)N1CCCC(C)C1 (centres undefined)	-4	4	1	2	1	1	0	-6	3	1.3
Cc1ccc(NC(=O)CN2CCCC2c2cccs2)cc1S(=O)(=O)N1CCCCC1 (centres undefined)	1	-3	-5	-3	-26	3	-7	-3	-1	-1.0
CSc1ccc(/C=N/NC(=O)CN2CCN(Cc3ccccc3)CC2)cc1	-3	-7	5	4	1	0	-7	-3	-3	1.4
O=C(O)c1ccc(Nc2nc(-c3cccnc3)cs2)cc1	0	1	0	-2	1	3	8	-1	0	-2.6
Cn1c(N2CCCC2)nc2c1c(=O)n(Cc1ccc(F)cc1)c(=O)n2C	-2	-1	12	0	2	3	7	-1	-2	1.1
Cc1ccc(/C=C/C(=O)OCC(=O)N(CC(C)C)c2c(N)n(Cc3ccccc3)c(=O)[nH]c2=O)o1	14	1	9	0	-7	-5	-13	-5	7	2.0
CCC(C)NC(=O)c1ccccc1NC(=O)C(C)N(c1ccccc1)S(C)(=O)=O (centres undefined)	5	-7	-2	-1	-9	-9	-13	4	9	0.7
CCOC(=O)c1ccn(S(=O)(=O)c2ccc(C)cc2)c1-c1ccccc1	-3	5	-4	1	.	-13	-6	-4	-2	-1.9
O=C(CN1CCC(Cc2ccccc2)CC1)NCCc1ccc(F)cc1	-3	-3	-6	8	-4	-3	-9	-6	4	-1.5
O=C1CSC(c2cn(-c3ccccc3)nc2-c2cccs2)N1Cc1ccccc1 (centres undefined)	-2	2	2	-2	.	-2	-7	2	1	1.0
C#CC(=O)CC1(CN(Cc2ccccc2)C(=O)OC(C)(C)C)CCCCC1	9	2	4	5	-19	-1	-6	-2	4	-0.4
Cc1c(NC(=O)c2c(N)sc3c2CCCC3)c(=O)n(-c2ccccc2)n1C	3	4	2	3	9	7	-8	-6	-2	-0.5
Cc1cccc(N2CCN(S(=O)(=O)c3ccc4c(c3)CCN4C(=O)CCC(=O)O)CC2C)c1 (centres undefined)	-1	0	-5	-4	2	-3	11	-5	0	0.7
N#CC1(Cc2ccccc2)c2ccccc2C=CN1C(=O)c1ccccc1 (centres undefined)	0	8	-7	0	-21	-7	-7	-1	-1	-0.4
CCOc1ccc(-c2cc(N)n(S(=O)(=O)c3ccc(OC)cc3)n2)cc1	2	-6	-5	-4	-9	-8	-3	-3	4	0.9
C/C(=N/NC(=O)C1CC1(c1ccccc1)c1ccccc1)c1ccco1 (centres undefined)	2	-2	-6	-1	-21	-6	0	8	28*	2.3
COc1ccc(CN(C(=O)/C=C/C(=O)c2ccc(OC)cc2O)C(C(=O)NC2CCCCC2)c2ccncc2)cc1 (centres undefined)	-3	2	-1	0	-48	-5	-11	0	-2	0.0
COc1ccc(-c2nc(CS(=O)(=O)CC(=O)NCCCN3CCOCC3)c(C)o2)cc1	-3	6	17	0	3	4	5	1	0	0.0
COc1ccc(NC(=O)CSCc2ccc([N+](=O)[O-])cc2)cc1OC	2	-3	1	-1	-2	6	8	-1	1	0.5

Bioassay records (PubChem)
